Screens (PubChem BioAssay)
Growth percent in the NCI-60 one-dose screen (48 h, 10 µM unless noted): 100 = growth as untreated, 0 = no growth, -100 = all killed.
SR: SR leukemia cells. 8.7% of 73,000 active. AID 1794780
MOLT-4: MOLT-4 leukemia cells. 6.9% of 80,000 active. AID 1794779
MCF7: MCF7 breast cancer | 6.3% of 82,000 active | AID 1794796
MDA-MB-468: MDA-MB-468 breast cancer; 8.5% of 78,000 active
RPMI-8226: RPMI-8226 leukemia cells | 7.5% of 77,000 active
MDA-MB-231: MDA-MB-231 breast cancer; 5% of 81,000 active; AID 1794789
CCRF-CEM: CCRF-CEM leukemia | 7% of 77,000 active | AID 1794778
K-562: K-562 leukemia; 7.4% of 78,000 active; AID 1794777
Active calls of the source: *; / = no result given; & = joins results of further samples. How the source made its calls: active means growth percent below 10; inactive means the rest.

item	SMILES	SR	MOLT-4	MCF7	MDA-MB-468
1	C[N+]1(C)CCCC(C#CC[N+]2(C)CCOCC2)C1 (configuration not stated)	96	94	89	103
2	C=C(C/C=C(\C)C(=O)N[C@H](C(=O)N1CCCC1c1nccs1)C(C)C)Cc1ccccc1 (some centres not stated)	97	92	93	104
3	COc1ccc2c(c1)/C(=N\N=C\c1cc(OC)c(OC)c(OC)c1)C(=O)N2	/	/	83	107
4	COc1ccc(C(=O)/C(=C/c2ccc(Cl)cc2)S(=O)(=O)c2ccc(C)cc2)cc1	95	100	96	96
5	CCCCc1ccc(N=Nc2ccc(OCCOCCOCCO)cc2)cc1	41	29	71	21
6	NC1(N2SC(S)=C3CCCC=C32)CCCCC1	87	87	95	100
7	O=C(N/N=C/c1ccc(Oc2ccccc2)cc1)c1cnn2c1NC(c1ccccc1)C2 (configuration not stated)	31	75	18	30
8	COc1ccc(NC(=O)Nc2ccc3c(ccn3C(=O)c3cccc(F)c3)c2)cc1	43	73	60	87
9	COc1cc(/C=C2/Oc3cc4occc4c(OC)c3C2=O)ccc1OCC(=O)Nc1ccncc1	102	110	94	105
10	Cc1cc(O)c(C(=O)c2cc(-c3ccc([N+](=O)[O-])cc3)c(=O)n(NC(=O)OC(C)(C)C)c2)cc1C	72	78	75	99
11	N#Cc1c(C(F)(F)F)cc(NCc2ccccn2)n2c1nc1ccccc12	102	79	88	95
12	CCOC(=O)C(Cc1ccccc1Cl)n1cc(-c2ccccc2)nn1 (configuration not stated)	88	89	96	100

item	RPMI-8226	MDA-MB-231	CCRF-CEM	K-562
1	88	110	102	107
2	90	101	102	88
3	102	89	95	/
4	106	107	102	112
5	37	80	34	43
6	96	107	105	85
7	76	73	67	46
8	79	79	56	86
9	91	90	103	107
10	83	58	92	64
11	84	82	96	91
12	101	101	93	/

Next part:
item	SMILES	SR	MOLT-4	MCF7	MDA-MB-468
13	Cc1ccc(CSc2nc(-c3ccc(Cl)cc3)c(C#N)c(N3CCOCC3)n2)cc1	86	85	89	84
14	CC1(C)Cc2nnsc2C2=C1C(=O)CCS2	86	103	95	94
15	COC(=O)CC[C@H](Nc1nc(N)nc(N(C)C2CCCCC2)c1C=O)C(=O)OC	95	86	100	100
16	N/C(=N\C(N)=N\c1nc2ccccc2s1)c1cccc(C(F)(F)F)c1	45	83	70	66
17	NCCCNCCSP(=O)(O)O	109&85&82	101&96	98&136&114	103&100&106
18	COC(=O)c1c2c(c(C)[n+]([O-])c1C)C(=O)C=C(NCc1cccc(Cl)c1)C2=O	2.0*	-35*	-61*	-66*
19	c1cc(-c2nc3ccccc3n3cccc23)cc(-c2nc3ccccc3n3cccc23)c1	86	98	87	60
20	Cc1ccc(-c2cnc3sc4c(-c5ccc(Br)cc5)n[nH]c(=O)c4n23)cc1	89	84	86	114
21	CC(=O)[C@@H]1CC[C@]2(C(=O)N3CCN(C)CC3)CC[C@]3(C)[C@H](CC[C@@H]4[C@@](C)(CCC#N)[C@H](C(C)=O)CC[C@]43C)[C@@H]12	61	83	92	96
22	NC(=O)N/N=C/c1cn(-c2ccc(C(=O)O)cc2)nc1-c1ccc(C(=O)O)cc1	117	114	99	112
23	C/C(=C(/c1ccc(O)cc1)c1ccc(OCCN(C)C)cc1)c1ccc(Cl)cc1	-3.2*	12	16	22
24	CC(=O)NCC1(O)CCCC(C)C1 (configuration not stated)	105	108	94	/

item	RPMI-8226	MDA-MB-231	CCRF-CEM	K-562
13	82	99	1.2*	91
14	98	109	108	102
15	92	107	87	85
16	96	89	88	38
17	73&99&105	101&99&101	57&105&101	106&93&101
18	-32*	-27*	-11*	-1.1*
19	86	98	79	98
20	104	99	88	81
21	67	108	/	97
22	113	108	105	108
23	-8.7*	31	53	0.1*
24	101	105	106	116

Further results
item	SMILES	SR	MOLT-4	MCF7	MDA-MB-468
25	CC(=O)OC[C@H]1OC(Sc2sc(C(=O)c3ccc(C)cc3)c(N)c2-c2nc3ccccc3s2)[C@H](OC(C)=O)[C@@H](OC(C)=O)[C@@H]1OC(C)=O (some centres not stated)	/	80	74	75
26	COc1ccc(/C=N\NC(=O)c2ccc3nc(-c4ccc(Cl)cc4)[nH]c3c2)cc1	0.6*	68	17	24
27	Nc1ncnc2c1CN(Cc1ccccc1)CC2	95	102	94	112
28	CN1CC[C@@H](c2c(O)cc(O)c3c(=O)cc(-c4ccccc4Cl)oc23)[C@@H]1CO	1.9*	1.6*	4.7*	-44*
29	C=CCOc1ccccc1C	113	101	92	/
30	COc1ccc2c(c1)CC/C(=C\c1ccc(OCC(=O)c3ccc(Cl)cc3)cc1)C2=O	112	109	97	/
31	Nc1nc(=S)c2ncn(C3CCCC3)c2[nH]1	/	84	136	102
32	FC(F)(F)C(F)(F)C(F)(F)C(F)(F)C(F)(F)C(F)(F)OC(F)(F)C(F)(F)C(F)(F)C(F)(F)C(F)(F)C(F)(F)F	/	105	100	/
33	O=C(Cc1ccccc1[N+](=O)[O-])NCC1(c2cccc3c2OCO3)OCCO1	86	86	99	100
34	CC(=O)n1cc(-c2cc3cnc4ccccc4c3oc2=O)c2ccccc21	95	95	63	99
35	C=C(C)[C@H]1CC/C(C)=C/CC[C@]2(C)O[C@H]2CC/C(COC(C)=O)=C\C1=O	57	90	110	115
36	CC1(CCl)C(=O)C=Cc2ccccc21 (configuration not stated)	84	96	106	100

item	RPMI-8226	MDA-MB-231	CCRF-CEM	K-562
25	47	30	61	68
26	59	40	65	32
27	/	104	95	98
28	3.1*	7.0*	13	4.8*
29	137	105	109	79
30	94	97	98	100
31	52	122	90	68
32	105	102	108	113
33	/	125	93	94
34	98	93	98	89
35	-80*	98	103	96
36	91	102	101	108

Along the list, quoted from above:
Compounds 27 to 32 in K-562: 98, 4.8*, 79, 100, 68, 113

Additional entries:
item	SMILES	SR	MOLT-4	MCF7	MDA-MB-468
37	COc1cc(-c2csc(NC(=O)c3ccc(Cl)c(C(F)(F)F)c3)n2)cc(OC)c1OC	74	77	69	48
38	Nc1nc(-c2cccc(Br)c2)cc(-c2cc3ccccc3oc2=O)n1	90	82	58	92
39	CCC1(c2ccc(C)cc2)Oc2ccccc2-n2c(C#N)c3ccccc3c2C1=O (configuration not stated)	81	96	66	108
40	COc1cc(/C=C/C(=O)c2cccs2)ccc1OCc1ccc(Cl)nc1	20	87	9.2*	58
41	c1ccc(-c2nnc(-c3c[nH]c4ncccc34)o2)cc1	82	89	70	86
42	CC(C)(O)CCCCOc1ccccc1	94	96	98	99
43	COc1ccc(O)c(-c2cc(-c3ccc(Cl)cc3)c(C#N)c(=O)[nH]2)c1	34	58	47	79
44	COC(=O)C1OC1c1cc([N+](=O)[O-])ccc1OC (configuration not stated)	84	84	89	76
45	Oc1ccc(-c2nc3ccccc3nc2-c2ccc(O)cc2O)c(O)c1	82	80	89	116
46	CCCCCCCCCCCCCCCCCCNC(=S)N/N=C/c1cc(I)c(O)c(OC)c1	88	97	102	120
47	COc1cccc(-c2nn(-c3ccccc3)cc2-c2ccnc(N3CCN(C(=O)Nc4cccc(C(F)(F)F)c4)CC3)c2)c1	53	36	66	57
48	O=c1[nH]cncc1F	110	90	116	109

item	RPMI-8226	MDA-MB-231	CCRF-CEM	K-562
37	68	93	95	78
38	99	104	77	104
39	83	79	95	91
40	17	83	62	41
41	98	83	105	96
42	98	110	101	105
43	62	61	37	23
44	/	123	96	95
45	98	94	/	85
46	104	108	104	107
47	47	72	48	65
48	101	102	101	110

Entries above with a nitro group on carbon (3):
item	SMILES	SR	MOLT-4	MCF7	MDA-MB-468
10	Cc1cc(O)c(C(=O)c2cc(-c3ccc([N+](=O)[O-])cc3)c(=O)n(NC(=O)OC(C)(C)C)c2)cc1C	72	78	75	99
33	O=C(Cc1ccccc1[N+](=O)[O-])NCC1(c2cccc3c2OCO3)OCCO1	86	86	99	100
44	COC(=O)C1OC1c1cc([N+](=O)[O-])ccc1OC (configuration not stated)	84	84	89	76

item	RPMI-8226	MDA-MB-231	CCRF-CEM	K-562
10	83	58	92	64
33	/	125	93	94
44	/	123	96	95

New compounds follow
item	SMILES	SR	MOLT-4	MCF7	MDA-MB-468
49	CN(C)c1ccc(/C=N\N2CCCCCC2)cc1	76&114	96&92	87&90	117&94
50	Fc1ccc(-c2cc3nc(C(Cl)Cl)nc(-c4ccc(Cl)cc4)n3n2)cc1	3.5*	19	17	-76*
51	Cc1nc2cc(Nc3nc(Nc4ccc(F)cc4)nc(-c4ccccc4)n3)ccc2n1Cc1ccccc1	32	58	45	72
52	CCCC(=O)NNC(=O)CCC	120	129	106	121
53	Nc1nc(N)c2c(n1)NC(c1ccccc1)CC(c1ccc(Nc3nc(NCCO)nc(Nc4ccc(Cl)cc4)n3)cc1)=N2 (configuration not stated)	/	1.5*	-71*	-70*
54	N#Cc1cccc(-c2cc(-c3ccc4c(c3)OCCO4)[nH]n2)c1	12	23	12	19
55	CC/C(C)=N\O	92	111	101	92
56	CC1(C)N=C(N)N=C(N)N1c1ccc(S(C)(=O)=O)cc1	94	88	89	99
57	CCCCCCC1OCCN1CC (configuration not stated)	91	92	90	85
58	COc1ccc(-c2nc3sccn3c2-c2ccnc(NCCCNS(=O)(=O)c3ccc4ccccc4c3)n2)cc1	57	47	52	71
59	CCOC(=O)c1c(NCC(=O)Nc2ccccc2)sc2c1CCCC2	106	102	90	99
60	CN(C)S(=O)(=O)c1ncnc2nc[nH]c12	88	106	100	114

item	RPMI-8226	MDA-MB-231	CCRF-CEM	K-562
49	97	92&85	108	79
50	11	7.4*	57	24
51	47	90	/	62
52	113	113	116	122
53	-56*	73	-11*	-41*
54	18	42	14	14
55	106	105	108	113
56	97	103	94	97
57	91	111	/	101
58	55	54	54	35
59	103	92	100	106
60	94	115	98	106

One compound at a time (already shown). Screens in order: SR | MOLT-4 | MCF7 | MDA-MB-468 | RPMI-8226 | MDA-MB-231 | CCRF-CEM | K-562
`CN(C)S(=O)(=O)c1ncnc2nc[nH]c12` is listed as 88 | 106 | 100 | 114 | 94 | 115 | 98 | 106
`COc1ccc(-c2nc3sccn3c2-c2ccnc(NCCCNS(=O)(=O)c3ccc4ccccc4c3)n2)cc1` is listed as 57 | 47 | 52 | 71 | 55 | 54 | 54 | 35

Two records picked at random from the list so far, as already listed:
item	SMILES	SR	MOLT-4	MCF7	MDA-MB-468
57	CCCCCCC1OCCN1CC (configuration not stated)	91	92	90	85
52	CCCC(=O)NNC(=O)CCC	120	129	106	121

item	RPMI-8226	MDA-MB-231	CCRF-CEM	K-562
57	91	111	/	101
52	113	113	116	122

The listing continues.
item	SMILES	SR	MOLT-4	MCF7	MDA-MB-468
61	CC1=C(C(=O)Nc2ccccc2)C(c2ccc3c(c2)OCO3)NC(=O)N1 (configuration not stated)	119	128	93	125
62	OCCOc1ccc(-c2cc(-c3ccccn3)nc(-c3ccccn3)c2)cc1	5.1*	-6.2*	1.7*	/
63	Cc1ccccc1CCO	89	111	91	98
64	N=C(N)c1ccc(-c2ccc(-c3cc(Cl)cc(Cl)c3)s2)nc1	8.5*	2.8*	-47*	16
65	O=C(Nc1ccc(Cl)cc1Cl)Nc1ccc(-c2cccnc2)cc1N1CCC(CO)CC1	6.6*	-0.6*	20	23
66	COc1ccc(C(=O)/C=C/c2cccs2)c(O)c1	75	110	83	91
67	O=C(Nc1cccc(-n2cc(-c3ccncc3)c(-c3ccc(O)c(Cl)c3)n2)c1)Nc1ccc(Cl)c(C(F)(F)F)c1	3.2*	-21*	-7.2*	10
68	NC1=NN=C(N)C1=Cc1cc2ccccc2n2nnnc12	94	95	90	95
69	C=CCn1c(C)nc2cc(Nc3nc(N4CCOCC4)nc4ccccc34)ccc21	91	/	92	95
70	CCC(/C=C\C(C)C1CCC2C3CC=C4CC(O)CCC4(C)C3CCC12C)C(C)C (configuration not stated)	/	108	110	/
71	CCO/C=N/C1=C(C#N)C(c2ccc(Br)cc2)c2sc3c(F)cccc3c2O1 (configuration not stated)	80	101	77	90
72	CCSC(=O)OCn1ncc2cc([N+](=O)[O-])ccc21	92	96	98	102
73	COc1ccc(/C=N/NC(=O)c2ccncc2)c(OC)c1OC	123	103	96	106
74	Cc1ccn2c(NC(C)(C)CC(C)(C)C)c(-c3ccc(C)o3)nc2c1	65	75	73	82

item	RPMI-8226	MDA-MB-231	CCRF-CEM	K-562
61	114	102	114	116
62	2.3*	21	3.0*	-2.3*
63	108	110	116	114
64	8.7*	61	22	-4.7*
65	9.2*	14	18	18
66	85	98	98	93
67	-27*	-35*	1.3*	4.8*
68	105	95	98	93
69	/	91	/	64
70	95	102	102	127
71	80	94	89	90
72	104	115	101	96
73	106	111	107	105
74	60	94	93	64
